Tau fibril FP – inhibitors of human tau fibril formation. hit rate 0.39% among 280,000. Potency, µM (doses to about 57.7 µM), for inactives: top-dose activity, negative = inhibition, hits mostly inhibitors. P10636. K18 P301L tau heparin fibrillization, Alexa594 FP, 6 h; also: % is scaled to controls: 0 for no effect and ±100 for the full control effect; nearly all actives have a fitted effect of over 55% in size
Target sequence (P10636 561-689 P618L limits assumed): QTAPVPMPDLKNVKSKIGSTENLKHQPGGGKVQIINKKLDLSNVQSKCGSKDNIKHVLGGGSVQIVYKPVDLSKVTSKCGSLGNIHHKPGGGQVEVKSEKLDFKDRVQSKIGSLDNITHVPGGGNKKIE
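Human K18 P301L fragment (15 uM unlabeled plus 0.24 uM Alexa 594-labeled) in 100 mM sodium acetate pH 7 with compound, aggregation induced by 20 uM heparin for 6 hr at 37 C. ThT (30 uM) added for 1 hr, then Alexa 594 FP read.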
HTT cytoprotect – protects HTT-Q103 PC12 cells, measured by ATP. AID 1471. PC12 HTT-Q103 induced, cytoprotection, ATP luminescence, 40 h. hit rate 0.14% among 230,000. Potency, µM (series often up to 56.4 µM), for inactives: cytoprotection (ATP increase), hits mostly activators;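 also: % of control where 0% means no effect; nearly all actives have a fitted effect of over 45% in size; toxic huntingtin expression switched on by the ecdysone agonist tebufenozide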
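ATP quantification (ATPlite) reports survival of PC12 cells in which tebufenozide, 100 nM final, switches on Htt exon 1 with 103 glutamines linked to GFP; compounds are titrated.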
aGal spleen mod – inhibitors or activators of human alpha-galactosidase in spleen homogenate; hit rate 0.008% among 240,000; Potency, µM (highest dose often 80 µM), for inactives: at the highest dose activity change, negative = inhibition, hits mostly inhibitors; AID 2107; human spleen homogenate, 4MU-alpha-Gal fluorescence, 40 min;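 also: 0% = enzyme with vehicle and -100% = no enzyme basal signal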
Target sequence (P06280 32-429 limits assumed): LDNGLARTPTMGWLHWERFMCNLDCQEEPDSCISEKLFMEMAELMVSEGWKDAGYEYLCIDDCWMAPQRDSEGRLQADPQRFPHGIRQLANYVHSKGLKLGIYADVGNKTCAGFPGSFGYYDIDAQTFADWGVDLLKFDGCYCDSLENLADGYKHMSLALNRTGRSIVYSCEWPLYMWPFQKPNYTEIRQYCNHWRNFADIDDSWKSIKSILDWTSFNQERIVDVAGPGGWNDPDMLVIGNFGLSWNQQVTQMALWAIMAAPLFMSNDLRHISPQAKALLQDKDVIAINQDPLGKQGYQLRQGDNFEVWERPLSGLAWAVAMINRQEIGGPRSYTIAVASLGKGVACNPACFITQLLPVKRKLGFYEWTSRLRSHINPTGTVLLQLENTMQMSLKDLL
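Fluorogenic readout (Ex 365/Em 440 nm) of 4-methylumbelliferone released from 1 mM 4-MU-alpha-galactoside by spleen homogenate, 40 min at 37C, pH 5.0. Data normalized to no-enzyme and enzyme controls; Hill-equation AC50 from compound titrations.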
GAA glycogen mod – GAA glycogen-cleavage inhibition or activation. recombinant GAA, glycogen substrate, Amplex Red glucose oxidase fluorescence. P10253. Potency, µM (highest dose often 76.4 µM), for inactives: top-dose activity change, negative = inhibition, most hits filed as inhibitors. hit rate 0.38% among 300,000;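 also: 0% = full enzyme reaction and -100% = no-enzyme basal signal; the screen sought inhibitors and activators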
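Recombinant enzyme (4 nM final) with compounds titrated up to 77 uM and bovine liver glycogen (30 ug) in citrate pH 5.0, 0.01% Tween-20, 37 C 40 min. Released glucose detected by Amplex Red/glucose oxidase (Ex 573/Em 610); AC50 from Hill fits.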
Tau fluor counter – counter-screen for tau fibril formation inhibitors | tau K18 P301L Alexa594 fluorescence, heparin fibrillization | Potency, µM (titrated, usually from 57.7 µM), for inactives: top-dose activity change, negative = decrease | hit rate 0.93% among 280,000 | AID 1463; also: % is scaled to controls: 0 for no effect and ±100 for the full control effect; nearly all actives have a fitted effect of over 55% in size
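Human tau K18 P301L (15 uM unlabeled, 0.24 uM Alexa 594-labeled) in 100 mM sodium acetate pH 7 with 20 uM heparin, 6 hr at 37 C. ThT 30 uM added, 1 hr ambient; Alexa 594 FP and total fluorescence read at 555/632 nm.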
Tau fibril ThT – blocks human tau fibril formation measured by thioflavin T; P10636; recombinant tau K18 P301L, heparin-induced fibrillization, ThT fluorescence; Potency, µM (titrated, usually from 57.4 µM), without a hit: at the top dose activity, negative = inhibition, usual class: inhibitors; hit rate 2.1% among 270,000; also: % is scaled to controls: 0 for no effect and ±100 for the full control effect; nearly all actives have a fitted effect of over 55% in size
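Using a mix of unlabeled (15 uM) and Alexa 594-labeled (0.24 uM) tau K18 P301L, heparin-triggered fibrillization over 6 hr at 37 C was scored by ThT fluorescence.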
GAA spleen mod – inhibitors or activators of human alpha-glucosidase in spleen homogenate; P10253; human spleen homogenate, 4-MU-alpha-glucoside fluorescence; Potency, µM (highest dose often 79.9 µM), for the others: at the highest dose activity change, negative = inhibition, most hits filed as inhibitors; hit rate 0.006% among 240,000; AID 2112;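 also: 0% = enzyme with vehicle and -100% = no enzyme basal signal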
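Compounds were titrated against alpha-glucosidase in spleen homogenate at pH 5.0, with 1 mM 4-methylumbelliferyl substrate for 40 min at 37 C. Reactions were quenched with pH 10 NaOH/glycine and fluorescence measured.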
GAA inhib – inhibitors of human lysosomal alpha-glucosidase. P10253. purified human GAA, 4-MU-alpha-glucoside fluorescence. Potency, µM (top dose mostly 76.9 µM), for inactives: at the top dose activity change, negative = inhibition, actives largely listed as inhibitors. hit rate 0.005% among 200,000;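 also: plate controls were uninhibited enzyme wells for no effect and no-enzyme background for full effect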
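Endpoint fluorogenic read: 20 min room-temperature reaction of 4 nM human alpha-glucosidase with 400 uM 4-methylumbelliferyl-alpha-D-pyranoside, pH 5.0, quenched with 1M NaOH/1M glycine pH 10. AC50 from Hill modeling.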
* marks the source's active call; other numbers are inactive results; ? = inconclusive; . = not tested or not shown; [ ] = another dose, or the depositor's remark. Calls follow the shape of the dose curve; as a rule, active = well fitted curve in the direction sought with a large enough effect; inconclusive = small, poorly fitted or top-dose-only effect, or another doubt; inactive = no such curve, though single readings can be large; an effect the other way counts as inactive or inconclusive. Potency is read from the fitted curve at half-maximal effect.

The opening 3 entries, to show the layout:
[1] Cc1ccccc1NC(=O)C1c2cccc[n+]2CC(=O)N1Cc1ccc2c(c1)OCO2 (stereo unspecified)
[2] CC(C)CNC(=O)Cn1c(=O)c2c(ncn2CC(C)C)n(Cc2ccccc2)c1=O
[3] O=c1c2cc(N3CCOCC3)ccc2[nH]c(=S)n1CCN1CCCC1

Screen / compound no.	1	2	3
Tau fibril FP	-2.0%	-2.6%	-3.8%
HTT cytoprotect	-28.1%	-9.0%	-4.5%[0.074 µM]
aGal spleen mod	-21.3%	0.9%	1.9%
GAA glycogen mod	-12.4%	3.2%	-9.9%
Tau fluor counter	-5.8%	-3.9%	-3.8%
Tau fibril ThT	-14.9%	-7.0%	-12.7%
GAA spleen mod	0.4%	0.1%	1.8%
GAA inhib	6.9%	-8.4%	-0.1%

The listing (from the top)
[1] Cc1ccccc1NC(=O)C1c2cccc[n+]2CC(=O)N1Cc1ccc2c(c1)OCO2 (stereo unspecified)
[2] CC(C)CNC(=O)Cn1c(=O)c2c(ncn2CC(C)C)n(Cc2ccccc2)c1=O
[3] O=c1c2cc(N3CCOCC3)ccc2[nH]c(=S)n1CCN1CCCC1
[4] O=C(CCCCCCN1C(=O)c2ccccc2C1=O)N1CCC(c2ccccc2)C1 (stereo unspecified)
[5] CC(=O)Nc1ccc(NS(=O)(=O)c2ccc(Cl)c(C(=O)O)c2)cc1
[6] CCCn1c(CCc2ccccc2)nnc1SCC(=O)N1CCOCC1

Screen / compound no.	1	2	3	4	5	6
Tau fibril FP	-2.0%	-2.6%	-3.8%	-0.6%	-4.6%	9.6%
HTT cytoprotect	-28.1%	-9.0%	-4.5%[0.074 µM]	-1.5%[1.9 µM]	6.3%	-15.7%[0.074 µM]
aGal spleen mod	-21.3%	0.9%	1.9%	2.0%	-6.0%	3.8%
GAA glycogen mod	-12.4%	3.2%	-9.9%	-0.2%	-3.6%	9.2%
Tau fluor counter	-5.8%	-3.9%	-3.8%	-4.5%	1.6%	9.1%
Tau fibril ThT	-14.9%	-7.0%	-12.7%	?	-1.7%	-0.7%
GAA spleen mod	0.4%	0.1%	1.8%	0.4%	-3.3%	1.9%
GAA inhib	6.9%	-8.4%	-0.1%	-6.5%	-3.0%	-3.0%

[7] CC12CC3(C)CC(C)(C1)CC(C(=O)NC(=S)N1CCOCC1)(C2)C3
[8] CCOc1ccccc1N1CCN(C/C=C/c2ccc(N(C)C)cc2)CC1
[9] Cc1cc(S(=O)(=O)N(Cc2ccc(C(C)C)cc2)CC2CCCO2)ccc1-n1cnnn1 (stereo unspecified)
[10] Cc1nnc(SCCn2c(Br)nc3c2c(=O)[nH]c(=O)n3C)s1
[11] CCOC(=O)c1sc2nc3c(cc2c1N)COC(C)(CC)C3 (stereo unspecified)
[12] Cc1c(C(=O)O)sc(=S)n1-c1ccc(Cl)cc1

Screen / compound no.	7	8	9	10	11	12
Tau fibril FP	-2.2%	3.3%	0.2%	2.8%	9.9%	3.3%
HTT cytoprotect	-27.6%	-9.4%	1.8%	6.4%[0.074 µM]	?	-4.3%[10 µM]
aGal spleen mod	-1.8%	-2.2%	11.6%	0.7%	28.4%	5.7%
GAA glycogen mod	-8.7%	22.0%	-8.3%	10.5%	-3.1%	1.2%
Tau fluor counter	-4.9%	-22.8%	-24.7%	-4.2%	?	0.5%
Tau fibril ThT	-11.9%	?	-20.0%	-5.0%	?	-4.8%
GAA spleen mod	-7.1%	-1.9%	-6.5%	1.2%	7.2%	12.1%
GAA inhib	-1.1%	-1.7%	-3.4%	2.9%	-3.7%	7.0%

[13] CC(=O)OC1CC(C)N(C(=O)c2ccccc2)c2ccc(C)cc21 (stereo unspecified)
[14] CCOCCCNC(=O)C(c1ccc(C)cc1)N(Cc1cccs1)C(=O)c1ccc(NC(C)=O)cc1 (stereo unspecified)
[15] COC(=O)c1ccccc1-n1cc2c(c1-c1cccc(C)c1)c(=O)n(C)c(=O)n2C
[16] CCCc1ccc(-c2cc(C(=O)Nc3ccc([N+](=O)[O-])cn3)c3ccccc3n2)cc1
[17] NS(=O)(=O)c1ccc(NC(=O)COC(=O)COc2cccc(C(F)(F)F)c2)cc1
[18] CN1CCC(NC(=O)c2cccs2)CC1

Screen / compound no.	13	14	15	16	17	18
Tau fibril FP	6.0%	-5.1%	-7.7%	6.3%	3.6%	-2.9%
HTT cytoprotect	-9.0%[10 µM]	.	.	-39.8%[10 µM]	11.1%[10 µM]	1.4%
aGal spleen mod	1.2%	.	.	-1.3%	-4.7%	1.0%
GAA glycogen mod	-13.5%	1.6%[76.3 µM]	-1.2%[76.3 µM]	6.6%	-5.4%	1.6%
Tau fluor counter	-5.8%	-18.1%	-8.7%	-21.8%	-9.6%	-4.0%
Tau fibril ThT	-10.7%	-9.2%	-6.1%	-0.5%	-13.9%	-4.0%
GAA spleen mod	-10.8%	.	.	-3.3%	-3.3%	-4.2%
GAA inhib	-4.5%	.	.	-3.5%	-10.9%	1.8%

[19] CC(NC(=O)COC(=O)Cc1ccsc1)C1CC2CCC1C2 (stereo unspecified)
[20] Cc1ccc(N2C(=O)C3N=NN(CC(=O)N4N=C(c5ccccc5)CC4c4ccccc4)C3C2=O)cc1 (stereo unspecified)
[21] CC(C)c1ccc(NC(=O)c2cc3c(s2)-c2ccccc2SC3)cc1
[22] CC(OC(=O)c1nsc(Cl)c1Cl)C(=O)NCc1ccco1 (stereo unspecified)
[23] CCNc1nc(-c2ccc(Cl)cc2)cs1
[24] O=C(Cn1cc2c(n1)CCCCC2)NCc1ccccc1

Screen / compound no.	19	20	21	22	23	24
Tau fibril FP	4.4%	6.3%	?	4.4%	3.8%	-0.4%
HTT cytoprotect	-6.9%	16.7%	.	-5.1%	-8.1%	-2.6%
aGal spleen mod	0.1%	2.5%	.	1.2%	-4.2%	-4.8%
GAA glycogen mod	7.2%	5.2%	10.0%[76.3 µM]	5.2%	-7.5%	2.4%
Tau fluor counter	-12.7%	-25.1%	?	5.3%	-22.6%	-9.4%
Tau fibril ThT	-20.3%	?	-3.2%	-7.5%	?	-7.3%
GAA spleen mod	2.6%	1.2%	.	-2.3%	-5.2%	-1.8%
GAA inhib	-6.6%	-7.5%	.	5.6%	-1.0%	0.0%

[25] C/C(=N/NC(=O)CNC(=O)c1ccccn1)c1ccc([N+](=O)[O-])cc1
[26] CC(C)c1nc2ccc(Br)cn2c1NC1CCCC1
[27] CSc1nc2c(c(=O)[nH]1)C(c1ccncc1)C(C(=O)OC(C)C)=C(C)N2 (stereo unspecified)
[28] CCCC(C)C(=O)OCC(=O)NCc1ccc(OC)c(OC)c1 (stereo unspecified)
[29] Cc1ccc(OC(=O)c2cccc([N+](=O)[O-])c2)c(-n2nc3ccccc3n2)c1
[30] O=c1c2ccccc2[nH]c(=S)n1CCN1CCC(=C(c2ccc(F)cc2)c2ccc(F)cc2)CC1

Screen / compound no.	25	26	27	28	29	30
Tau fibril FP	-10.1%	14.2%	-2.5%	3.4%	2.9%	?
HTT cytoprotect	-22.6%	-1.4%[10 µM]	-10.1%	?	19.8%[1.9 µM]	.
aGal spleen mod	-5.5%	-0.1%	1.3%	0.4%	-1.3%	3.1%
GAA glycogen mod	-15.0%	-29.6%	-3.7%	3.2%	6.7%	-7.8%
Tau fluor counter	-21.4%	-5.7%	-4.3%	2.1%	?	?
Tau fibril ThT	?	-9.4%	1.3%	2.4%	-15.0%	-15.0%
GAA spleen mod	-4.0%	-0.3%	5.2%	-8.6%	-7.3%	9.2%
GAA inhib	0.4%	7.8%	-1.6%	0.9%	-3.7%	-4.4%[15.4 µM]

[31] CCCCNC(=O)C1CCCN(S(=O)(=O)CC)C1 (stereo unspecified)
[32] CCN(CC)c1ccc(S(=O)(=O)N2CCOCC2)cc1NC(=O)CNCc1ccccc1
[33] O=c1[nH]nc(SCCS(=O)(=O)c2ccc(F)cc2)n1-c1ccccc1
[34] CCOC(=O)c1cc(-c2ccc(C)cc2)n(CC(=O)NC2CCCCCC2)c1C
[35] CC(C)Sc1ncc(Cl)c(C(=O)Nc2nc3ccc(S(C)(=O)=O)cc3s2)n1
[36] Cc1ccc(-c2noc(CSc3nnc(-c4cccs4)n3C)n2)cc1

Screen / compound no.	31	32	33	34	35	36
Tau fibril FP	0.2%	-2.9%	1.6%	-1.7%	-4.1%	-8.1%
HTT cytoprotect	-17.5%	5.4%[10 µM]	15.4%[10 µM]	.	.	-12.0%
aGal spleen mod	-3.8%	-9.6%	9.1%	.	.	6.8%
GAA glycogen mod	3.8%	-7.6%	0.2%	0.7%[76.3 µM]	-3.7%[76.3 µM]	10.7%
Tau fluor counter	-2.8%	-15.9%	-10.3%	0.9%	-18.1%	-17.0%
Tau fibril ThT	-2.1%	?	-8.0%	-0.3%	-6.4%	-20.2%
GAA spleen mod	-0.4%	-10.4%	11.2%	.	.	-1.5%
GAA inhib	-2.7%	-8.5%[15.4 µM]	1.2%	.	.	-6.1%

[37] OC(COc1ccc(Br)cc1)CN1CCOCC1 (stereo unspecified)
[38] CCOC(=O)c1oc2ccc(OC)cc2c1NC(=O)CN1CCN(C)CC1
[39] COc1cccc(C2NC(=O)c3ccccc3O2)c1OCc1ccccc1F (stereo unspecified)
[40] COc1cccc(C(=O)O/N=C2\CCS(=O)(=O)c3sccc32)c1
[41] COc1ccc(N(CC(=O)NCc2ccccc2OC)S(=O)(=O)c2c(C)nn(C)c2C)cc1
[42] Cc1ccc(CN(C(=O)COc2ccc(Cl)cc2)c2ccccn2)o1

Screen / compound no.	37	38	39	40	41	42
Tau fibril FP	3.0%	1.2%	-2.0%	-0.7%	1.9%	3.2%
HTT cytoprotect	7.5%[10 µM]	-25.3%	-2.9%	-22.2%	-5.5%	.
aGal spleen mod	1.6%	-3.4%	7.9%	6.6%	6.1%	.
GAA glycogen mod	2.9%	1.3%	-1.0%	-0.9%	-7.9%	-7.6%[76.3 µM]
Tau fluor counter	1.1%	-2.8%	-15.0%	-9.2%	-2.6%	6.6%
Tau fibril ThT	-1.3%	-4.7%	-20.3%	-8.6%	3.3%	11.3%
GAA spleen mod	-2.5%	-2.9%	-14.8%	5.4%	2.7%	.
GAA inhib	-6.8%	-10.6%	-4.2%	3.6%	?	.

Bioassay records deposited in PubChem by National Center for Advancing Translational Sciences (NCATS).
